# Screening data as filed in PubChem.
# IL-1B inflam inh: inhibitors of inflammasome signaling (IL-1 beta secretion). actives 4.7% (n = 360,000). activity change, % at 57.5 µM. AID 743279. THP-1 LPS/ATP IL-1B secretion, AlphaLISA, 16 h; stronger effect = lower value; in the data active = activity change below about -50%; inconclusive = mostly about -30% to -49%; note: % is set by controls: 0 for no effect and ±100 for the full control effect
#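 Secreted IL-1B measured by AlphaLISA bead assay after 16 h compound exposure of THP-1 cells; compounds (final up to 57.5 uM) added 1 h before LPS (250 ng/mL) and ATP (1.25 mM) stimulation; lower signal means less secretion.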
# SW480 rerep: DNA re-replication induction in SW480 cells; Potency, µM (top dose mostly 46.1 µM), inactives show at the top dose re-replication activation, most hits filed as activators; AID 624297; SW480 DNA re-replication, Hoechst DNA content imaging, 48 h; actives 1.8% (n = 340,000); note: potency is the fitted concentration of half-maximal effect; % of control where 0% means no effect; nearly all actives have a fitted effect of over 55% in size
#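 Quantitative HTS format with DMSO vehicle controls; 48 hr drug incubation at 37 C, then 40 min Hoechst staining and scanning imager measurement at 405 nm excitation.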
# HT1080 IDH1KD tx: kills HT-1080 cells with IDH1 knockdown | actives 2% (n = 360,000) | Potency, µM (series often up to 46.1 µM), for the others: top-dose activity, negative = toxicity, hits mostly cytotoxic | HT-1080 IDH1 knockdown viability, ATP luminescence, 48 h;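 note: potency is the fitted concentration of half-maximal effect; 0% = DMSO wells and -100% = cell-free medium wells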
#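 Knockdown cells (IDH1KD HT-1080) received compounds 2 h after plating at 750 cells/well and were kept 48 h at 37 °C in 5% FBS RPMI. A CellTiter-Glo luminescence read gave % activity for curve fitting.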
# KB-3-1 tox: KB-3-1 parental cell cytotoxicity; Potency, µM (top dose mostly 46.1 µM), without a hit: top-dose activity change, negative = cytotoxic, most hits filed as cytotoxic; actives 1.4% (n = 400,000); AID 1347075; KB-3-1 viability, CellTiter-Glo ATP luminescence, 72 h; note: potency is the fitted concentration of half-maximal effect; % is set by controls: 0 for no effect and ±100 for the full control effect; nearly all actives have a fitted effect of over 60% in size
#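 Viability of parental KB-3-1 cells, measured by CellTiter-Glo luminescence, followed a 72 h incubation at 37 °C with pinned compounds in phenol-red-free DMEM containing 10% FBS.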
# KB-V1 cytotox: kills drug-selected multidrug resistant KB-V1 cells; Potency, µM (top dose mostly 46.1 µM), for the others: at the top dose activity change, negative = cytotoxicity, actives largely listed as cytotoxic; KB-V1 MDR cells viability, CellTiter-Glo, 72 h; actives 3.4% (n = 400,000); note: potency is the fitted concentration of half-maximal effect; % is set by controls: 0 for no effect and ±100 for the full control effect; nearly all actives have a fitted effect of over 60% in size
#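 Luminescent ATP read-out (CellTiter-Glo, 10 min) measures survival of drug-selected KB-V1 MDR cells after 72 h, 37 degrees C compound exposure. Medium: phenol-red-free DMEM, 10% FBS. Values from fitted concentration-response curves.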
# D3 ag: D3 dopamine receptor (human) agonism; P35462; D3R DiscoveRx beta-arrestin cells, luminescence, 90 min; max activation, %; actives 0.58% (n = 410,000); in the data active = max activation above about 30%; note: 0% is about no effect; mostly tested at two doses, the higher about 12 µM
# Target sequence (P35462 whole entry, looked up): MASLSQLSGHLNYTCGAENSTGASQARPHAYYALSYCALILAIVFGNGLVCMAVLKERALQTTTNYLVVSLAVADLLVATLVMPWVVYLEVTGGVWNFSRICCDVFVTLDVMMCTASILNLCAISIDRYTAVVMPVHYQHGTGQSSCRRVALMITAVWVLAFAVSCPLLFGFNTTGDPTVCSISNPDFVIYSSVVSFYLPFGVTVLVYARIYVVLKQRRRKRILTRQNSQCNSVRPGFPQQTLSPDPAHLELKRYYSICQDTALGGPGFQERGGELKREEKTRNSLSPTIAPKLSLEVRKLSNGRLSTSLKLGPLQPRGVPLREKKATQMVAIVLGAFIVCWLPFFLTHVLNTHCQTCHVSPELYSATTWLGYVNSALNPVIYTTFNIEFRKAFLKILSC
#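 Agonist mode: compounds and dopamine controls were applied to plated cells for 90 min at 37 degrees C after an overnight attachment at 1500 cells/well. Luminescent read-out followed 30 - 60 minutes at room temperature with DiscoveRx detection reagent.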
# HEK293 tox: cytotoxicity in counter-screen for GLP-1R inverse agonists | HEK293 cAMP-luciferase reporter cells, luminescence, 24 h | actives 0.13% (n = 410,000) | Potency, µM (top dose mostly 38.3 µM), inactives show at the top dose activity change, negative = inhibition, usual class: inhibitors;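 note: loss of luciferase light is scored as toxicity; potency is the fitted concentration of half-maximal effect; % is set by controls: 0 for no effect and ±100 for the full control effect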
#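 Step one: seed cells (200 cells/uL, DMEM with 10% Nu serum, 1% pen-strep). Step two: 12-hour incubation at 37 deg C. Step three: pin 23 nL compound, incubate 24 hr. Step four: add luciferase reagent, read luminescence 12 min later.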
# MCF10A rerep: DNA re-replication induction in MCF 10a cells; MCF 10A DNA re-replication, Hoechst nuclear intensity, 48 h; Potency, µM (series often up to 46.1 µM), without a hit: at the top dose activity, positive = re-replication, hits mostly activators; actives 2.9% (n = 350,000); AID 624296; note: potency is the fitted concentration of half-maximal effect; % of control where 0% means no effect; nearly all actives have a fitted effect of over 50% in size
# HT1080-NT tox: kills 2HG-producing HT-1080-NT fibrosarcoma cells. Potency, µM (top dose mostly 46.1 µM), inactives show at the top dose activity, negative = less viability, hits mostly cytotoxic. actives 1.6% (n = 360,000). HT-1080-NT fibrosarcoma viability, CellTiter-Glo ATP luminescence, 48 h;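 note: NT is the 2HG producing partner of a matched IDH1 knockdown line; potency is the fitted concentration of half-maximal effect; 0% = DMSO-treated cells and -100% = media-only wells without cells; nearly all actives have a fitted effect of over 55% in size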
#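 HT-1080-NT fibrosarcoma cells (2HG-overproducing), 750 cells/well in RPMI with 5% FBS, dosed after 2 h and incubated 48 h at 37C. CellTiter-Glo luminescence normalized to DMSO and no-cell wells; concentration-response curves fitted and classed.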
# An asterisk follows results filed as active; u = inconclusive; x = no result given; [ ] = dose if it differs, or a comment. Unless noted, calls come from the whole dose curve; as a rule, active = well fitted curve in the direction sought with a large enough effect; inconclusive = small, poorly fitted or top-dose-only effect, or another doubt; inactive = no such curve, though single readings can be large; an effect the other way counts as inactive or inconclusive. The order is random; any-hit rate near 11%.
SMILES,IL-1B inflam inh,SW480 rerep,HT1080 IDH1KD tx,KB-3-1 tox,KB-V1 cytotox,D3 ag,HEK293 tox,MCF10A rerep,HT1080-NT tox
CCCC(=O)N1CC(=O)Nc2ccc(C)cc2C1c1ccc(F)cc1 (stereo unspecified),2.8,-13.3%,0.6%,-2.8%,-9.6%,-4.3,2.8%,0.5%,2.1%
CC(=O)N/C(=C\c1ccc(Cl)cc1)C(=O)O,39.9,u,12.4%,1.8%,18.9%,0.9,-10.4%,-3.7%,6.0%
c1cc(-c2cnc3cccnn23)c2cccnc2c1,-24.9,x,9.5%,-14.4%,12.1%,-9.6,-6.9%,x,14.3%
O=C(Nc1ccc2c(c1)OCCO2)C1CCCN(S(=O)(=O)Cc2ccccc2)C1 (stereo unspecified),-6.3,0.4%,6.9%,16.9%,-6.8%,5.2,-22.7%,6.5%,4.9%
Cc1ccc(Cl)cc1N1CCN(Cc2nc3c(c(=O)[nH]c(=O)n3C)n2Cc2ccccc2F)CC1,u,16.9%,u,u,u,2.4,0.5%,u,u
Cc1ccc(C(=O)OCC(=O)Nc2cccc(Br)c2)s1,-7.1,x,6.3%,1.1%,59.0%,-2.8,-8.6%,x,13.1%
COc1ccc(C2C(C(=O)NCc3ccco3)c3ccccc3C(=O)N2C)cc1 (stereo unspecified),3.0,-0.4%,3.4%,-5.7%,u,-0.4,10.2%,4.1%,9.6%
Cc1ccc(C(=O)C=CNNC(=O)c2ccccc2)cc1,6.1,8.0%,-0.3%,-3.5%,u,-6.1,-3.9%,13.2%,-1.3%
COc1cc(Cl)c(C)cc1NC(=O)CSc1nnc(CCC(=O)O)c(=O)[nH]1,1.3,4.4%,12.1%,3.9%,15.6%,-0.3,-0.6%,-9.1%,6.5%
Cc1cccc(N2CCN(C(=O)c3cccn3-c3nnc(N4CCCCC4)s3)CC2)c1C,x,x,x,-5.8%,-6.6%,14.4,3.7%,x,x
CC(C)C(NC(=O)c1ccccc1NC(=O)c1ccco1)C(=O)O (stereo unspecified),22.1,-15.2%,-13.1%,-0.8%,-4.5%,-22.2,15.4%,-12.8%,9.2%
COc1ccc(C(=O)NCCc2ccc(Cl)cc2)cc1S(=O)(=O)N1CCCCC1C (stereo unspecified),-14.5,11.4%,u,u,-22.1%,-1.6,-17.7%,2.3%,u
CC(=O)N1CCSc2ccc(S(=O)(=O)Nc3ccc(C)cc3)cc21,15.6,-20.4%,-14.9%,-7.9%,u,3.6,-3.1%,5.3%,-1.8%
Nc1nnc(SCC(=O)NCCOc2ccccc2)s1,13.9,0.0%,15.5%,2.8%,-17.9%,0.8,-5.7%,-0.7%,20.7%
O=C(c1cc2ccccc2cc1O)N1CCN(c2ccc([N+](=O)[O-])cc2)CC1,0.3,18.7%,-11.2%,-11.1%,-11.4%,-4.1,u,0.6%,-15.2%
COc1cc(S(=O)(=O)N2CCN(C(=O)c3ccccc3F)CC2)c(OC)cc1NC(C)=O,15.4,-4.1%,16.8%,-2.4%,u,-3.5,8.6%,-2.8%,10.6%
CC(O)Cn1c(N2CCCC2)nc2c1c(=O)[nH]c(=O)n2C (stereo unspecified),1.7,-4.4%,13.7%,14.9%,-0.8%,-2.9,0.7%,-2.1%,14.6%
Cc1ccc(NC(=O)N2CCc3ccccc3C2)cc1,-15.0,-6.8%,-3.6%,-2.0%,-25.2%,-11.2,-9.1%,-4.4%,0.0%
CC1=C(C(=O)OCC2CCCCC2)C(c2c(F)cccc2Cl)CC(=O)N1 (stereo unspecified),x,x,x,12.9%,-22.0%,-1.9,-1.5%,x,x
O=C(CCNC(=O)c1ccc([N+](=O)[O-])cc1)Nc1cc(C(F)(F)F)ccc1N1CCOCC1,-23.0,x,-0.9%,1.1%,u,7.5,-30.1%,x,-1.5%

# Overlap with the part before: 2 compounds, followed by the next part.
SMILES,IL-1B inflam inh,SW480 rerep,HT1080 IDH1KD tx,KB-3-1 tox,KB-V1 cytotox,D3 ag,HEK293 tox,MCF10A rerep,HT1080-NT tox
CC1=C(C(=O)OCC2CCCCC2)C(c2c(F)cccc2Cl)CC(=O)N1 (stereo unspecified),x,x,x,12.9%,-22.0%,-1.9,-1.5%,x,x
O=C(CCNC(=O)c1ccc([N+](=O)[O-])cc1)Nc1cc(C(F)(F)F)ccc1N1CCOCC1,-23.0,x,-0.9%,1.1%,u,7.5,-30.1%,x,-1.5%
COc1ccc([N+](=O)[O-])cc1NC(=O)C(C)N1CCN(C(=O)c2ccco2)CC1 (stereo unspecified),0.0,u,-10.2%,-4.9%,-6.6%,-5.8,-7.3%,-4.0%,-7.3%
O=C(CSCc1ccccc1)Nc1nccs1,6.2,-0.7%[9.22 µM],5.3%,1.1%,4.0%,3.9,1.3%,8.9%,6.9%
COc1cccc(-c2csc(N3CCN(C(=O)Nc4ccccc4Cl)CC3)n2)c1,-26.3,0.6%,0.8%,-2.8%,-2.1%,0.2,-9.1%,18.2%,4.3%
O=C1C2C3C=CC(C2C(=O)N1c1ccccc1O)C1C2C(=O)N(c4ccccc4O)C(=O)C2C31 (stereo unspecified),15.6,-1.4%,-2.8%,8.2%,u,-1.9,-11.1%,19.0%,2.5%
CCCNC(=O)C1(C)CCN(Cc2csc3ccccc23)C1 (stereo unspecified),-23.8,x,-12.9%,0.0%,2.7%,-15.9,1.8%,x,-1.6%
O=C(NCCNC(=O)c1ccc(-c2ccc(Cl)c(Cl)c2)o1)c1cnccn1,-73.6*,-5.4%,u,-6.4%,u,15.2,-13.6%,9.4%,-15.2%
CCOc1ncccc1C(=O)N1CCN(c2cccc(C)c2C)CC1,9.2,0.731µM*,0.184µM*,1.03µM*,u,-2.8,u,u,0.184µM*
CCCCc1ccc(NC(=S)NCCc2ccc(F)cc2)cc1,-109.5*,u,u,-4.5%,u,-15.4,-21.2%,u,u
CCOC(=O)c1c(C)[nH]c(C(=O)OCc2ccc([N+](=O)[O-])cc2)c1C,u,16.2%,-11.0%,1.3%,-7.2%,2.1,3.2%,5.8%,-2.1%
O=C(c1ccc([N+](=O)[O-])o1)N1CCN(c2nc3c(F)cc(F)cc3s2)CC1,-71.1*,u,8.8%,-0.7%,u,1.9,-5.1%,u,8.5%
COc1ccc(CCNC(=O)c2ccc(-n3c(C)cc4c3CCC(C)C4)cc2)cc1OC (stereo unspecified),x,x,x,0.0%,0.0%,5.8,-4.9%,x,x
COc1ccc(S(=O)(=O)NC(CC(=O)NCc2ccco2)C(C)C)cc1 (stereo unspecified),18.9,11.6%,12.7%,14.0%,u,-8.4,-1.6%,-4.0%,27.2%
O=C(OC[C@@H]1CCCN2CCCC[C@H]12)c1cc2ccccc2oc1=O,-1.5,2.6%,-1.4%,8.5%,2.6%,-15.0,0.4%,0.4%,1.3%
Cc1[nH]nc2c1C(c1c[nH]c3ccccc13)C(C#N)=C(N)O2 (stereo unspecified),-4.8,1.6%,-5.9%,8.7%,18.3%,5.1,0.3%,8.0%,-4.9%
COc1ccc(NC(=O)c2sc3nc(N4CCOCC4)c4c(c3c2N)CC(C)(C)OC4)c(OC)c1,0.0,-5.2%,u,-5.5%,21.5%,5.7,-8.5%,3.9%,15.8%
CC1(C)CC(=O)c2c(-c3cccs3)n[nH]c2C1,-7.2,-19.9%,-0.4%,-8.5%,u,-2.6,-7.4%,4.0%,6.6%
O=C(c1ccc2c(c1)OCO2)N1CCCC1,23.4,9.2%,-7.8%,-12.9%,0.0%,-5.7,-4.8%,14.7%,2.8%
CC1CCCC(C)N1NC(=O)c1cccc(S(=O)(=O)N2CCc3ccccc32)c1 (stereo unspecified),-2.6,4.8%,-2.3%,2.8%,-2.3%,1.2,-13.7%,0.0%,-7.1%
COc1cccc(NC(=O)Cn2c(=O)n(-c3cccc(OC)c3)c(=O)c3sc4ccccc4c32)c1,x,x,x,-1.3%,-28.7%,3.0,-7.3%,x,x
CCOC(=O)C1CCN(C(=O)c2cccc(S(=O)(=O)N3CCc4ccccc43)c2)CC1,30.0,0.2%,0.0%,5.5%,16.5%,-1.2,-15.1%,10.2%,3.6%
c1ccc(CN(Cc2ccccc2)c2ncnc3c2nnn3Cc2ccccc2)cc1,11.2,2.7%,-17.8%,-5.4%,-23.4%,1.6,6.6%,-0.4%,-0.6%
CCOC(=O)c1c(-c2ccccc2)cn2c(C)cc(C)nc12,-6.7,-3.2%,8.6%,-1.4%,-18.9%,-2.4,55.7%[activator],18.5%,12.9%
CCc1ccc(NC(=O)CSC2=Nc3ccccc3C3=NC(CC(=O)NCc4cccs4)C(=O)N23)cc1 (stereo unspecified),x,x,x,-14.6%,u,-3.0,1.6%,x,x
CCCCOC(=O)C(C)c1c(C)[nH]c(=S)[nH]c1=O (stereo unspecified),19.6,-2.6%,1.7%,1.8%,2.8%,2.7,5.8%,-4.5%,7.5%
O=C(NCC(=O)N(Cc1cccs1)C(C(=O)NC1CCCC1)c1ccncc1)c1ccco1 (stereo unspecified),0.0,-7.6%,0.6%,6.4%,3.4%,0.6,-3.9%,0.3%,2.5%
NS(=O)(=O)c1ccc(Nc2ccc3cc(S(=O)(=O)N4CCCCC4)ccc3n2)cc1,u,-2.3%,-0.1%,2.6%,29.1%,-8.0,-51.6%,8.9%,0.4%
O=C(NCc1ccccc1)c1cccc(NC(=O)c2ccco2)c1,3.3,-152.7%[inhibitor],4.11µM*,10.3µM*,8.2µM*,3.2,-0.2%,u,u
Cc1ccc(Sc2nc3c(c(=O)[nH]c(=O)n3C)n2CCc2ccccc2)cc1,8.3,0.5%,7.9%,0.6%,-1.1%,0.2,0.3%,11.9%,14.1%
